Assay outcomes as filed in PubChem BioAssay.
H9c2 TAG inh: inhibitors of triacylglycerol accumulation; inhibition, % at 12.5 µM; 0.66% of 230,000 active; AID 651582; H9c2 cells, Nile Red lipid (TAG) fluorescence; cells loaded with 200 µM oleic acid;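 active = pattern-corrected inhibition of lipid staining of at least 50% with the nuclear-stain viability signal not falling by more than 50%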;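 also: 0% = DMSO wells and 100% = triacsin C control wells; some results filed as inactive read as strong as hits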
H9c2 TAG inh DAPI viability: further read-out of H9c2 TAG inh, marked with its call; DAPI nuclei signal change (viability), lower = more cytotoxic, %;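 whole-well DAPI fluorescence read on a plate reader as a viability signal; minus 50 percent equals half of cells still viable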
The depositor's hits bear a star.

Start of the data: the first three compounds (preview)
| nr | Compound | H9c2 TAG inh | H9c2 TAG inh DAPI viability |
| --- | --- | --- | --- |
| 1 | CCC1COCCS(=O)(=O)N1Cc1cccc(Cl)c1 (stereo not drawn) | 11 | 6 |
| 2 | O=C(COC(=O)/C=C/c1ccc(Cl)c(Cl)c1)NC1CC1 | 5 | -3 |
| 3 | COC(=O)C1C(=O)c2c(C)noc2CC1(C)C (stereo not drawn) | 2 | -3 |

The whole of this part, from the start:
| nr | Compound | H9c2 TAG inh | H9c2 TAG inh DAPI viability |
| --- | --- | --- | --- |
| 1 | CCC1COCCS(=O)(=O)N1Cc1cccc(Cl)c1 (stereo not drawn) | 11 | 6 |
| 2 | O=C(COC(=O)/C=C/c1ccc(Cl)c(Cl)c1)NC1CC1 | 5 | -3 |
| 3 | COC(=O)C1C(=O)c2c(C)noc2CC1(C)C (stereo not drawn) | 2 | -3 |
| 4 | Cc1cc(C)nc(SCC(=O)Nc2ccnc3ccccc23)n1 | -42 | 1 |
| 5 | NC1=NC(=O)C(Cc2cc(Cl)ccc2Cl)S1 (stereo not drawn) | 6 | -4 |
| 6 | COc1ccc(OCC(Cn2cnc3ccccc32)OC(C)=O)cc1 (stereo not drawn) | 2 | 4 |
| 7 | Cc1ccc(S(N)(=O)=O)c(C)c1-n1cnnn1 | -8 | 9 |
| 8 | CCOC(=O)CCCNC(=O)COC(=O)c1cc(C)cc(C)c1 | -5 | 4 |
| 9 | Cc1cnc(C(=O)OCC(=O)Nc2cc(-c3cc(C)c(C)cc3C)nn2-c2ccccc2)cn1 | -2 | -6 |
| 10 | Cc1cc(NC(=O)c2ccc(F)c(S(=O)(=O)N3CCCCC3)c2)no1 | 6 | -7 |
| 11 | CC1(c2ccccc2)NC(=O)N(CC(=O)NNC(=O)c2cccc(Cl)c2)C1=O (stereo not drawn) | 6 | 7 |
| 12 | CC(C)/C=N/NC(=O)c1cc(Br)ccc1O | 6 | 1 |
| 13 | COc1ccc(S(=O)(=O)N2CCC3(CC2)OCCN3S(=O)(=O)c2ccc(C)cc2)cc1OC | -8 | 8 |
| 14 | CC(=O)c1cccc(NC(=O)Nc2cccnc2)c1 | -18 | 2 |
| 15 | CC(C)(O)CC[C@@H](O)[C@](C)(O)[C@H]1CC[C@@]2(O)C3=CC(=O)[C@@H]4C[C@@H](O)[C@@H](O)C[C@]4(C)[C@H]3CC[C@]12C | -3 | -5 |
| 16 | Cc1ccccc1C[n+]1cccc2ccccc21 | -27 | 3 |
| 17 | CC(C)Oc1ccc(Cc2cnc(=S)[nH]c2N)cc1 | 6 | 2 |
| 18 | O=C(c1ccc(F)cc1)c1c[nH]c(C(=O)NCc2ccco2)c1 | 5 | -6 |
| 19 | C=CCN(C(=O)c1ccccc1)c1ccc(OC)cc1 | -4 | -10 |
| 20 | COc1ccc2c(c1)C(=O)c1ccccc1CO2 | -12 | 2 |

Some of the entries so far, with one line to a screen:
4	Cc1cc(C)nc(SCC(=O)Nc2ccnc3ccccc23)n1
5	NC1=NC(=O)C(Cc2cc(Cl)ccc2Cl)S1 (stereo not drawn)
6	COc1ccc(OCC(Cn2cnc3ccccc32)OC(C)=O)cc1 (stereo not drawn)
7	Cc1ccc(S(N)(=O)=O)c(C)c1-n1cnnn1

| screen / no. | 4 | 5 | 6 | 7 |
| --- | --- | --- | --- | --- |
| H9c2 TAG inh | -42 | 6 | 2 | -8 |
| H9c2 TAG inh DAPI viability | 1 | -4 | 4 | 9 |

Continued.
| nr | Compound | H9c2 TAG inh | H9c2 TAG inh DAPI viability |
| --- | --- | --- | --- |
| 21 | Cc1cccc(/C(N)=N/OC(=O)CCCc2ccccc2)c1 | 8 | 8 |
| 22 | Cc1cccc(CSc2ccc(S(=O)(=O)N3CCCC3)cn2)c1 | -30 | -3 |
| 23 | CCOC(=O)c1ccc(NC(=O)NCc2ccccc2OC)cc1 | 10 | 6 |
| 24 | Cc1noc(NS(=O)(=O)c2ccc(NC(=O)/C=C/c3ccccc3)cc2)c1C | 7 | -6 |
| 25 | CC1CCCC(NC(=O)CN(C)S(=O)(=O)c2cccc3cccnc23)C1C (stereo not drawn) | -4 | 3 |
| 26 | COC(=O)c1c(NC(=O)C2COc3ccccc3O2)sc2c1CCN(C(C)=O)C2 (stereo not drawn) | 5 | 3 |
| 27 | N=c1c2c3c(sc2ncn1CCN1CCOCC1)CCCCC3 | -9 | -4 |
| 28 | N#Cc1cnc(Nc2ccc(F)cc2)nc1N | 6 | -2 |
| 29 | S=C(Nc1ccccc1Cl)N1CCCC(c2ccccc2)=N1 | -3 | -11 |
| 30 | COCc1cc(=O)[nH]c(/N=C(\N)Nc2ccc(Cl)c(Cl)c2)n1 | -38 | -2 |
| 31 | O=C(Nc1cccc(Cl)c1)C1CCCCC1 | 12 | -5 |
| 32 | Cc1nc(COC(=O)c2ccc(CO)cc2)cs1 | 0 | -12 |
| 33 | CC(NC(=O)CSc1ncccc1C(=O)O)C1CC2CCC1C2 (stereo not drawn) | -15 | 1 |
| 34 | NC(=O)c1ccc(Nc2nc(C(N)c3ccccc3Cl)cs2)cc1 (stereo not drawn) | -1 | 6 |
| 35 | O=C(CSc1c[nH]c2ccccc12)NCC1CCCO1 (stereo not drawn) | -5 | -12 |
| 36 | O=C(CN1CCN(c2ccccc2O)CC1)Nc1ccc2c(c1)CCC2 | 3 | 8 |
| 37 | CCCC(=O)N1CCCC1(C)C(=O)Nc1ccc(C)c(C)c1 (stereo not drawn) | -3 | 6 |
| 38 | CCc1ccc(NC(=O)c2ccc(F)c(S(=O)(=O)N(CC)c3ccccc3)c2)cc1 | 11 | -6 |
| 39 | O=C(CCCc1ccccc1)NCCC1=CCCCC1 | -10 | 5 |
| 40 | S=C(NCc1ccncc1)Nc1ccc(Cl)cc1Cl | -13 | 38 |

Compound profiles, as listed above. Order of values: H9c2 TAG inh, H9c2 TAG inh DAPI viability
N#Cc1cnc(Nc2ccc(F)cc2)nc1N in the list: 6, -2
O=C(CSc1c[nH]c2ccccc12)NCC1CCCO1 (stereo not drawn) in the list: -5, -12

The results go on.
| nr | Compound | H9c2 TAG inh | H9c2 TAG inh DAPI viability |
| --- | --- | --- | --- |
| 41 | Cn1c(NCC2CCCCC2)nc2cc(-c3ccsc3)sc2c1=O | 15 | -2 |
| 42 | Cc1cc(C(=O)NNC(=O)c2cccc(N(C)C)c2)c(C)o1 | 0 | 0 |
| 43 | CS(=O)(=O)c1ccc(-c2nnn(CC(N)=O)n2)cc1 | 19 | 0 |
| 44 | CN(C)C(=O)c1ccc(NC(=O)CSc2nc3ccccc3[nH]2)cc1 | 7 | -10 |
| 45 | NC(=O)COc1c(-c2ccco2)oc2ccccc2c1=O | -19 | 1 |
| 46 | CCOc1ccc(-c2n[nH]c(C)c2-c2ccccn2)c(O)c1 | 3 | 2 |
| 47 | C=Cc1ccc(CC2(C)C(=O)Nc3ccc(Cl)cc32)cc1 (stereo not drawn) | -3 | 6 |
| 48 | O=C(Nc1cc(S(=O)(=O)N2CCOCC2)ccc1Cl)c1cc2ccccc2o1 | 19 | -10 |
| 49 | N#CCCn1cc(/C=N/N=C2\NC(=O)C(CC(=O)O)S2)c(-c2ccc(F)cc2)n1 (stereo not drawn) | -8 | 4 |
| 50 | CCS(=O)(=O)N1CCN(c2ccc([N+](=O)[O-])c(NCc3ccccc3)c2)CC1 | 0 | 18 |
| 51 | CCCCN(C(=O)CSc1ncnc2sccc12)c1c(N)n(Cc2ccccc2)c(=O)[nH]c1=O | 9 | 1 |
| 52 | CC(=O)N1CCc2cc(S(=O)(=O)CCC(=O)NCc3cccs3)ccc21 | -14 | 10 |
| 53 | CC(C)(C)NC(=O)c1nn(Cc2ccccc2)c(=O)c2ccccc12 | 1 | -11 |
| 54 | C[C@@H]1CN([C@H](C)CO)C(=O)Cc2cc(NC(=O)CCC(F)(F)F)ccc2O[C@@H]1CN(C)S(=O)(=O)c1ccccc1 | 4 | -7 |
| 55 | Cc1cc(=O)oc2cc(OCC(=O)NCCCN3CCOCC3)ccc12 | -16 | 6 |
| 56 | Cc1ccccc1C(OCCN(C(C)C)C(C)C)c1ccccc1 (stereo not drawn) | -5 | 19 |
| 57 | COc1ccc(-c2nc(C#N)c(N3CCC(C(N)=O)CC3)o2)cc1OC | -6 | 17 |
| 58 | O=C(OCc1ccco1)c1cccnc1 | -2 | 0 |
| 59 | CCCc1cc(=O)c2c(O)ccc(OC)c2o1 | -1 | 4 |
| 60 | N#C/C(=C/c1cccc(C(F)(F)F)c1)c1nc(CCN2C(=O)c3ccccc3C2=O)cs1 | -23 | 19 |

Continuation:
| nr | Compound | H9c2 TAG inh | H9c2 TAG inh DAPI viability |
| --- | --- | --- | --- |
| 61 | CSc1nc(N)nc2c1ncn2CC(=O)N1CCN(c2ccccn2)CC1 | -9 | 4 |
| 62 | CCCC(=O)N1CCCC(c2cc(C(=O)NCc3cccnc3)no2)C1 (stereo not drawn) | 8 | -16 |
| 63 | CCOC(=O)C1CCN(S(=O)(=O)c2cc(Br)cc3c2N(C(=O)C2CC2)CC3)CC1 | -14 | 9 |
| 64 | CCOC(=O)c1cnc(-c2ccccc2)nc1Oc1ccc(Cl)cc1 | 5 | 10 |
| 65 | CCOC(=O)N1CCN(C(=O)CSc2ccc(-c3ccncc3)nn2)CC1 | 7 | -4 |
| 66 | Cc1c([N+](=O)[O-])c(N)nn1C | 6 | -10 |
| 67 | O=C(Cn1cnc2cc([N+](=O)[O-])ccc2c1=O)Nc1cccc2ccccc12 | -3 | 4 |
| 68 | Cc1ccc(NC2=NC(C(=O)Nc3ccc(C)c(C)c3)CC(=O)N2)cc1 (stereo not drawn) | 6 | -10 |
| 69 | Nc1nc(N2CCN(C/C=C/c3ccccc3)CC2)nc2ccccc12 | 6 | 13 |
| 70 | COc1ccc(OC)c(NC(=O)CSc2nn3c(=O)c(C)nnc3s2)c1 | -16 | 1 |
| 71 | COc1ccc(NC(=O)C2=NN(C3CCS(=O)(=O)C3)C(=O)CC2)cn1 (stereo not drawn) | 13 | -2 |
| 72 | CN(C)CC#CCC(O)(c1ccccc1)c1ccccc1 | 5 | 1 |
| 73 | COc1cc(/C=N/Nc2nc(N3CCCC3)nc(N3CCCC3)n2)ccc1OCc1ccccc1F | 5 | 6 |
| 74 | CC[C@]1(C(=O)OC)[C@H]2C(=O)N(C)C(=O)[C@H]2[C@H]2CN=C(SCC3CC3)N21 | -7 | -1 |
| 75 | COc1ccccc1CN1CCCCC1C(=O)O (stereo not drawn) | 13 | -3 |
| 76 | Cc1ccc(-c2cc(C(=O)N3CCN(c4ccccc4O)CC3)c3ccccc3n2)cc1 | 14 | 18 |
| 77 | COc1cc(/C=C(/C#N)C(=O)Nc2cc(C(F)(F)F)ccc2Cl)ccc1OCC(=O)Nc1cccc(C(F)(F)F)c1 | 7 | 2 |
| 78 | Cc1ccccc1N(C=O)c1ccccc1C | 4 | 5 |
| 79 | COCCNC(=O)CN(C(=O)CCC(=O)Nc1ccccn1)c1ccc(OC)cc1 | 9 | -10 |
| 80 | CCn1cc(CNC(=S)Nc2cccc(Cl)c2C)cn1 | -5 | 5 |

The final 3 entries of the section before open the next one:
| nr | Compound | H9c2 TAG inh | H9c2 TAG inh DAPI viability |
| --- | --- | --- | --- |
| 78 | Cc1ccccc1N(C=O)c1ccccc1C | 4 | 5 |
| 79 | COCCNC(=O)CN(C(=O)CCC(=O)Nc1ccccn1)c1ccc(OC)cc1 | 9 | -10 |
| 80 | CCn1cc(CNC(=S)Nc2cccc(Cl)c2C)cn1 | -5 | 5 |
| 81 | CCOc1cc(C(=O)N2CCN=C2SC)cc(OCC)c1OCC | -30 | 16 |
| 82 | Cn1cccc1-c1nc2ccccc2[nH]1 | -6 | 0 |
| 83 | CC(NC(=O)CN1C(=O)NC2(CCCC2)C1=O)c1ccc(Cl)cc1Cl (stereo not drawn) | -2 | -8 |
| 84 | COc1cc(C2C(C#N)=C(N)Oc3cc(C)n(CCN4CCOCC4)c(=O)c32)cc(OC)c1OC (stereo not drawn) | -5 | 3 |
| 85 | CCOC(=O)c1cc(-c2ccco2)nc2c1c(C)nn2-c1cccc(Cl)c1 | -20 | 60 |
| 86 | Cc1ccc(NC(=O)CSc2ncccn2)cc1S(=O)(=O)N1CCOCC1 | 17 | 47 |
| 87 | O=C(Nc1c(Cl)cc(Cl)cc1C(=O)NCC1CCCO1)c1ccco1 (stereo not drawn) | -7 | -6 |
| 88 | COc1ccc(C2CC2/C(C)=N/OC(=O)c2ccc(F)cc2)cc1 (stereo not drawn) | -9 | 1 |
| 89 | CCOC(=O)C1(C)CCCN1C(=O)c1snnc1C (stereo not drawn) | -2 | 8 |
| 90 | C=C(C)Cn1c(N(CCO)Cc2ccccc2)nc2c1c(=O)[nH]c(=O)n2C | -17 | -1 |
| 91 | Cc1cccc2cc(CN(CCN(C)C)C(=S)NCc3ccco3)c(=O)[nH]c12 | 13 | 25 |
| 92 | O=C(CCc1nc2ccccc2s1)OCC(=O)N1CCN(C(=O)c2ccco2)CC1 | -9 | 3 |
| 93 | Cc1cccc(N=C2N=C(N)c3ccccc32)c1 | 12 | -12 |
| 94 | CC(=O)Nc1ccc(C(=O)COC(=O)C2CC3CCCC(C2)C3=O)cc1 (stereo not drawn) | -15 | 5 |
| 95 | CCCCN1C(=O)c2ccc(C(=O)Nc3ccc(S(=O)(=O)N(C)C)cc3)cc2C1=O | -7 | 34 |
| 96 | NC(CSC(c1ccccc1)(c1ccccc1)c1ccc2c(c1)OCO2)C(=O)O (stereo not drawn) | 1 | -1 |

Not all compounds are listed; rates above refer to the full screens.
